Vif-APOBEC3G blk – qHTS for Inhibitors of Vif-A3G Interactions: qHTS; actives 0.076% (n = 410,000); DNA dC->dU-editing enzyme APOBEC-3G (Homo sapiens), Q9HC16; Potency, µM (highest dose often 46.1 µM), inactives show at the top dose activity, negative = active, hits mostly inhibitors; AID 602310, 2012; HeLa A3G-eYFP + Vif (tagged APOBEC3G with the HIV-1 protein that degrades it), YFP fluorescence, overnight;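 note: potency is the fitted concentration of half-maximal effect; % is set by controls: 0 for no effect and ±100 for the full control effect; nearly all actives have a fitted effect of over 60% in size; hits raise eYFP signal because A3G escapes Vif-driven loss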
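HeLa cells stably expressing Vif and C-terminally eYFP-tagged A3G, seeded overnight at 37 deg C, then exposed to compound by pintool overnight at 37 deg C. Rise in yellow fluorescence (Ex 488/Em 500-530, Acumen) marks blocked Vif-driven A3G degradation.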
D1 antag – Antagonist of Human D 1 Dopamine Receptor: qHTS | activity change, negative = inhibition, % at 10 µM | HEK293 TREx D1 cells, calcium flux, dopamine EC80; hits give low values | actives 3.2% (n = 360,000) | AID 504652, 2011; in the data active = activity change below about -30%; note: % is set by controls: 0 for no effect and ±100 for the full control effect
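Using tetracycline-induced force-coupled D1 Hek293 cells and a calcium dye, signals were followed for 180 s after compound, then for 180 s after EC80 dopamine, to detect inhibitors.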
D1 ag – Allosteric Agonists of the Human D1 Dopamine Receptor: qHTS; D(1A) dopamine receptor (Homo sapiens), P21728; HEK293 T-REx D1 cells, calcium flux, agonist mode; activation, % at 2 µM; actives 1% (n = 360,000); in the data active = activation above about 30%; note: 0% is about no effect
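Inducible HEK293 T-REx D1 cells, force-coupled to calcium signalling, were plated at 4000 cells/well with tetracycline and held overnight at 30 C. After no-wash calcium dye loading, compound-evoked calcium rise over 180 s flagged agonists.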
Glioma ERSR ind – qHTS for Inducers of the Endoplasmic Reticulum Stress Response (ERSR) in Human Glioma: qHTS; U87-MG GRP78 promoter luciferase reporter, 16 h; AID 602332, 2012; actives 0.02% (n = 420,000); Potency, µM, inactives show at the top dose activation, actives largely listed as activators; note: potency is the fitted concentration of half-maximal effect; series mostly up to about 76 µM; % of control where 0% means no effect; nearly all actives have a fitted effect of over 35% in size
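Stably transfected U87-MG glioma cells carrying a GRP78-based luciferase sensor; 16 h compound incubation. Luminescence end-point read 10 min after Bright-Glo addition at room temperature.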
D2 PAM – HTS Assay for Positive Allosteric Modulators of the Human D2 Dopamine Receptor: Primary Screen for Potentiators. D(2) dopamine receptor (Homo sapiens), P14416. HEK293 T-REx D2, calcium flux, EC20 dopamine potentiation. potentiation, % at 10 µM. actives 0.34% (n = 340,000). AID 485347, 2010;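 active = potentiation over 3 SD above the plate norm, cut at about 30% in these data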; note: 0% is about no effect
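Cells plated with tetracycline inducer and held overnight at 30 C; calcium dye loaded 30–90 min at room temperature; baseline taken, compound added and read 180 s; EC20 dopamine then added and read 180 s.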
RXFP1 ag – qHTS Assay for Agonists of the Relaxin Receptor RXFP1 | HEK293T-RXFP1 cAMP TR-FRET, 30 min; response scale: percent of porcine relaxin response, buffer zero | Relaxin receptor 1 (Homo sapiens), Q9HBX9 | Potency, µM (titrated, usually from 57.5 µM), for inactives: top-dose activation, hits mostly activators | AID 2676, 2010 | actives 0.3% (n = 370,000); note: potency is the fitted concentration of half-maximal effect; % is set by controls: 0 for no effect and ±100 for the full control effect; nearly all actives have a fitted effect of over 60% in size; many of its hits are not listed in these tables
Target sequence (Q9HBX9 whole entry, looked up): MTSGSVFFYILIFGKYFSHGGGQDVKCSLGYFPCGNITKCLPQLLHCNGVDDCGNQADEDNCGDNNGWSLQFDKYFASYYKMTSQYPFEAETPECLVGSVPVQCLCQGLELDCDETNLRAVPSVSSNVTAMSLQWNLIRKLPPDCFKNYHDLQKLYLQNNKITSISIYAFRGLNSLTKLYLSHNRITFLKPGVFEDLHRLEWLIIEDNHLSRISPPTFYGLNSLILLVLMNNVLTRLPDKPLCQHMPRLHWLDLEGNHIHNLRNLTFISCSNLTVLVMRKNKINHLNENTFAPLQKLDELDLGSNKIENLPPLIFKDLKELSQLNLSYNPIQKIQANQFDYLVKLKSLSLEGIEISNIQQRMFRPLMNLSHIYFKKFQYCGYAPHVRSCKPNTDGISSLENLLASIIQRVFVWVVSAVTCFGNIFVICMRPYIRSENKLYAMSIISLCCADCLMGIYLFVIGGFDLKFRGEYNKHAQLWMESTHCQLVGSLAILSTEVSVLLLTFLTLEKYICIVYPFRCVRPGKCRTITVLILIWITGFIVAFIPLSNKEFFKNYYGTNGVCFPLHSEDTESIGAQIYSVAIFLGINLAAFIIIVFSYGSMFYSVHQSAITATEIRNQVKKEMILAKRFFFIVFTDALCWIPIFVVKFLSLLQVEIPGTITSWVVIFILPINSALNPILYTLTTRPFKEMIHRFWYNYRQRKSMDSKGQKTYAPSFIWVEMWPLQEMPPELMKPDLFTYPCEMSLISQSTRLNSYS
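cAMP rise read by TR-FRET after 30 min, 37C compound exposure (up to 58 uM) in RXFP1-transfected HEK293 cells with Ro 20174 present. EC50 from Hill-equation fits, with 29 nM porcine relaxin as 100% and buffer as basal.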
LDHA block – qHTS assay for inhibitors of human lactate dehydrogenase. purified LDHA, NADH/diaphorase-resazurin fluorescence; hits give low values. activity change, % (values are at about 110 or 230 µM). actives 0.15% (n = 480,000). AID 1347041, 2019; in the data active = activity change below about -30%;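 note: plate controls were DMSO wells for no effect and wells without enzyme for full effect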
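LDH5 2 nM; NADH 0.06 mM, pyruvate 0.2 mM; 200 mM Tris pH 7.4, EDTA, Tween-20; 5 min RT. Detection: diaphorase 0.133 mg/mL + resazurin 37 µM, fluorescence ex540/em590 at 0 and 20 min; normalized to enzyme-free and DMSO wells.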
D1 PAM – Potentiators of Human D1 Dopamine Receptor: qHTS; actives 0.036% (n = 360,000); AID 504651, 2011; HEK293 TREx D1 cells, calcium flux, dopamine EC20 potentiation; D(1A) dopamine receptor (Homo sapiens), P21728; potentiation, % at 10 µM; in the data active = potentiation above about 30%; note: 0% is about no effect
Vif-APOBEC3F blk – qHTS for Inhibitors of Vif-A3F Interactions: qHTS | HeLa A3F-eYFP + Vif (tagged APOBEC3F with the HIV-1 protein that degrades it), YFP fluorescence increase | Potency, µM (doses to about 46.1 µM), for inactives: at the highest dose activity, negative = active | actives 0.2% (n = 390,000); note: potency is the fitted concentration of half-maximal effect; % of control where 0% means no effect; nearly all actives have a fitted effect of over 65% in size
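HeLa cells stably expressing A3F-eYFP plus Vif, plated and incubated overnight at 37 deg C, then exposed to compounds overnight at 37 deg C. Blocked degradation read as raised yellow fluorescence (Ex 488/Em 500-530).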
* marks the source's active call; other numbers are inactive results; · = not tested or not shown; & = joins results of further samples. Unless noted, calls come from the whole dose curve; as a rule, active = well fitted curve in the direction sought with a large enough effect; inconclusive = small, poorly fitted or top-dose-only effect, or another doubt; inactive = no such curve, though single readings can be large; an effect the other way counts as inactive or inconclusive. This is a subset; count on the stated rates, not on these rows.

SMILES	Vif-APOBEC3G blk	D1 antag	D1 ag	Glioma ERSR ind	D2 PAM	RXFP1 ag	LDHA block	D1 PAM	Vif-APOBEC3F blk
CS(=O)(=O)N(CC(=O)NCc1ccccc1Cl)c1cccc([N+](=O)[O-])c1	0%	-28	10	1%	-1	0.4%	-3	-10	0%
CC(=O)Nc1ccc(NC(=O)CSc2nnc(C)n2-c2ccccc2)cc1	6%	14	6	-5%	15	-0.1%	-11	2	4%
Cc1cccc(N2C(=O)CSC23C(=O)N(Cc2cccc(F)c2)c2ccccc23)c1 (configuration not stated)	1%	-20	5	-3%	0	3.9%	-3	-2	-7%
CSc1ccc(S(=O)(=O)N2CCC(C(=O)NCC3CCCO3)CC2)cc1 (configuration not stated)	-1%	-3	1	-5%	33*	4.3%	-4	-4	-1%
Cc1cc(NC(=O)Nc2ccc(OCc3ccccc3)cc2)n(C)n1	3%	-3	3	-4%	11	1.1%	0	-9	-4%
CC(=O)N1CCc2cc(S(=O)(=O)N3CCCCCC3)ccc21	1%	6	8	-4%	-5	0.0%	-1	-2	1%
COc1cccc2cc(C(=O)N(C)C3CCN(C)CC3)c(=O)oc12	0%	-39*	1	-4%	-4	1.7%	-7&-4	-10	·
CCC(=O)NCc1c(Cl)cccc1-n1cccc1	-1%	-9	0	0%	-7	4.0%	-6	-1	1%
Cc1ccc(C)c(OCCC(=O)OCC(=O)NCc2ccccc2)c1	-4%	7	2	-4%	-1	-0.7%	-5	-4	10%
COc1ccc(/C=C/C2=NN(Cc3ccccc3)C(=O)CC2)cc1	2%	-7	4	-2%	-2	-0.7%	8	-4	-3%
Clc1ccc(N2CCCCCC2)nn1	-7%	·	·	10%	·	0.8%	-1	·	7%
OCCNc1nc2ccccc2n1-c1ccccc1	-1%	-6	-1	-2%	7	-1.3%	-5	0	4%
O=C(NCc1ccc(F)cc1Cl)C1CC(=O)N(C2CCCCCCC2)C1 (configuration not stated)	3%	16	2	-3%	16	1.0%	2	-4	8%
Cc1cc(NC(=O)CCC(=O)N(C2CC2)C2(C(=O)NC3CCCC3)CCC(C)CC2)no1 (configuration not stated)	2%	6	-1	3%	-2	-2.1%	0	0	-9%
CCOc1ccc2nc(SCC(=O)Nc3ccc4c(c3)OCO4)sc2c1	-1%	1	2	0%	-5	-2.6%	-12	-5	-14%

Results in Glioma ERSR ind, D1 antag and D1 PAM, for some of the entries so far:
| Compound | Glioma ERSR ind | D1 antag | D1 PAM |
| --- | --- | --- | --- |
| CCC(=O)NCc1c(Cl)cccc1-n1cccc1 | 0% | -9 | -1 |
| Cc1ccc(C)c(OCCC(=O)OCC(=O)NCc2ccccc2)c1 | -4% | 7 | -4 |
| COc1ccc(/C=C/C2=NN(Cc3ccccc3)C(=O)CC2)cc1 | -2% | -7 | -4 |
| Clc1ccc(N2CCCCCC2)nn1 | 10% | · | · |
| OCCNc1nc2ccccc2n1-c1ccccc1 | -2% | -6 | 0 |
| O=C(NCc1ccc(F)cc1Cl)C1CC(=O)N(C2CCCCCCC2)C1 (configuration not stated) | -3% | 16 | -4 |

Further results follow:
SMILES	Vif-APOBEC3G blk	D1 antag	D1 ag	Glioma ERSR ind	D2 PAM	RXFP1 ag	LDHA block	D1 PAM	Vif-APOBEC3F blk
OCCN(CCO)CC(O)COc1ccc(Br)cc1 (configuration not stated)	0%&0%	15&3	1&1	-1%&2%	0	0.0%&-0.1%	-1&-4	-5&-11	-11%&10%
COc1cccc(C(=O)NNC(=O)c2sccc2-n2cccc2)c1	-1%	6	0	-5%	-3	5.2%	-5	-2	5%
NC(=O)CSc1nnc(-c2cccs2)n1Cc1ccco1	-2%	-25	0	-7%	-7	0.6%	1	-5	-8%
COc1ccc(Cl)cc1S(=O)(=O)N1CCCC1	-1%	1	1	-4%	19	2.3%	-5	-1	-6%
CC(Oc1ccc(C(C)(C)C)cc1)C(=O)NCC(c1ccco1)N1CCCC1 (configuration not stated)	-6%	-16	7	-3%	0	-1.4%	-2	-2	4%
Cc1noc(C(=O)N2CC3(C)CC2CC(C)(C)C3)c1Cl (configuration not stated)	2%	-20	1	-1%	-6	0.4%	-8	0	0%
O=C(COc1ccccc1Br)Nc1ccc2c(c1)OCCCO2	-9%	14	2	-1%	2	0.2%	-7	0	-17%
Cc1oc2cc3oc(=O)c(CC(=O)N[C@H](C(=O)N[C@@H](C(=O)O)c4ccccc4)C(C)C)c(C)c3cc2c1C	-1%	-11	1	-2%	-3	5.6%	-2	-3	-7%
Cc1nc(C(=O)Nc2ccccc2)sc1C1(C)CC(c2cccnc2)=NO1 (configuration not stated)	2%	14	5	2%	6	0.8%	-2	-6	0%
O=C(C1CCCN(S(=O)(=O)Cc2ccccc2)C1)N1CCc2ccccc21 (configuration not stated)	0%	4	2	2%	-1	0.0%	-2	3	0%
O=C(Cn1cnc2c(cnn2-c2ccc(Cl)cc2)c1=O)NC1CCCCC1	3%	-15	0	-6%	-7	1.4%	-2	-6	1%
Cc1ccc(C)c(N2CCN(C(=O)C3CCCN(S(=O)(=O)c4c(C)[nH]c(=O)[nH]c4=O)C3)CC2)c1 (configuration not stated)	0%	-16	1	-7%	-1	0.3%	-3	-5	0%
COc1ccc(-c2cc(C(=O)NCCCN3CCOCC3)c3ccccc3n2)cc1OC	-3%	-2	1	-2%	2	2.7%	-1&-4	-4	2%
O=C(Cn1cc2c(n1)CCCCC2)Nc1ccc(F)cc1F	·	2	-1	·	-6	-0.2%	·	-1	·
COc1cccc(CN2CC(O)=C(c3nc(-c4ccc(Cl)cc4)cs3)C2=N)c1	0%	7	0	-3%	-7	3.5%	-3	0	-1%

Some of these compounds in order of the D1 PAM value, ascending:
| SMILES | D1 PAM |
| --- | --- |
| COc1ccc(-c2cc(C(=O)NCCCN3CCOCC3)c3ccccc3n2)cc1OC | -4 |
| CC(Oc1ccc(C(C)(C)C)cc1)C(=O)NCC(c1ccco1)N1CCCC1 (configuration not stated) | -2 |
| O=C(COc1ccccc1Br)Nc1ccc2c(c1)OCCCO2 | 0 |

Continuation:
SMILES	Vif-APOBEC3G blk	D1 antag	D1 ag	Glioma ERSR ind	D2 PAM	RXFP1 ag	LDHA block	D1 PAM	Vif-APOBEC3F blk
O=C(NCc1ccncc1)C12CC3CC(CC(Cl)(C3)C1)C2	-2%	1	4	-4%	-15	1.2%	-4	-5	7%
Cc1c(CC(=O)N2CCN(C(=O)C3COc4ccccc4O3)CC2)c(=O)oc2c(O)c(O)ccc12 (configuration not stated)	-18%	-2	8	13%	-29	-0.1%	19	14	-15%
COc1cccc(C(=O)Nc2ccccc2C(=O)OCc2cc(=O)n3c4c(sc3n2)CCCC4)c1	3%	-19	0	-1%	1	6.4%	0	0	-1%
CCNC(=S)N1CCN(S(=O)(=O)c2cccc(C(F)(F)F)c2)CC1	1%	-7	5	-2%	-8	2.8%	3	-5	1%
COc1ccc2c(ccc[n+]2CC(=O)c2ccccc2)c1	1%	7	2	-4%	2	1.3%	-2	-4	-3%
Cc1nnnn1/C(=C\c1ccccc1)C(=O)OCC(=O)N(C)C1CCS(=O)(=O)C1 (configuration not stated)	1%	18	1	1%	-6	-1.6%	-2	0	5%
O=C(NCCCN1CCOCC1)c1cc(Cl)ccc1Cl	-6%	12	-2	-1%	-7	-1.9%	-15	-1	3%
CCOc1c(Br)cc(C(=O)OCC(=O)N2CCc3ccccc3C2)cc1OC	-2%	12	7	-2%	7	0.2%	-17	2	-5%
COc1ccc2oc(-c3ccc(C)c(NC(=O)c4ccc(N5CCOCC5)c([N+](=O)[O-])c4)c3)nc2c1	0%	-14	0	8%	0	2.8%	-15	-3	-13%
CCC1CCCCN1CCCNC(=O)CS(=O)(=O)Cc1nc(-c2cccc(OC)c2)oc1C (configuration not stated)	1%	2	5	4%	-3	-1.6%	-4	2	-5%
CC1(C)C=Cc2c(ccc3c2OC[C@@H](c2ccc(O)cc2O)C3)O1	-3%	·	·	0%	·	·	-7	·	6%
Cc1ccc2cc(CN(C)S(C)(=O)=O)c(=O)[nH]c2c1	-1%	6	1	1%	-6	3.3%	0&-9	-3	-2%
S=C(NCC1CCCO1)Nc1ccc(Cl)cc1 (configuration not stated)	1%	-25	5	5%	4	-0.4%	-3	-6	0%
CC(Sc1nnc(-c2ccccc2)c(-c2ccccc2)n1)C(=O)NCC1CCCO1 (configuration not stated)	-4%	·	·	-2%	·	·	3	·	-3%
COc1cccc(-c2nnc3n(Cc4ccc(C)cc4)c(=O)c4ccccc4n23)c1O	-9%	3	3	1%	-1	2.3%	-2	2	2%
O=C(CCn1c(=O)c2cccn2c2cccnc21)NCc1ccccc1Cl	-10%	11	-1	-1%	4	17%	-6	0	-23%

Compounds listed so far that have a nitro group on carbon, in the order listed:
SMILES	Vif-APOBEC3G blk	D1 antag	D1 ag	Glioma ERSR ind	D2 PAM	RXFP1 ag	LDHA block	D1 PAM	Vif-APOBEC3F blk
CS(=O)(=O)N(CC(=O)NCc1ccccc1Cl)c1cccc([N+](=O)[O-])c1	0%	-28	10	1%	-1	0.4%	-3	-10	0%
COc1ccc2oc(-c3ccc(C)c(NC(=O)c4ccc(N5CCOCC5)c([N+](=O)[O-])c4)c3)nc2c1	0%	-14	0	8%	0	2.8%	-15	-3	-13%
